# IDE inh: cellular human IDE inhibition; HEK cells, FAbetaB cleavage, fluorescence polarization; P14735; 0.41% of 320,000 active; inhibition, % at 5.59 µM;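 active = percent inhibition above the average of all tested compounds plus 3 SD, set per screening campaign, cut at about 16% in these data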;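 also: IDE supplied by intact live HEK cells; FP after avidin binding of uncleaved biotin substrate so inhibition keeps polarization high; 0% = DMSO wells and 100% = 60 µM reference IDE inhibitor Ii1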
# IDE cell activ: boosts human insulin-degrading enzyme activity in HEK cells. 0.073% of 340,000 active. activation, % at 5.96 µM. FAbeta-B cleavage, fluorescence polarization; 0% vehicle, 100% cell-free pure enzyme wells. AID 493087;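 active = activation above the mean of all tested compounds plus 3 SD, set per screening campaign, cut at about 17% in these data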
# pCIP destab: p/CIP protein destabilization | F442A p/CIP-EGFP cells, EGFP fluorescence, 16 h | decrease of EGFP signal, % at 10 µM | 0.01% of 290,000 active;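 active = EGFP signal decrease of at least 30% at 10 µM or well 3 SD below plate mean, unless failing retest; inactive = the rest, including hits failing retest or dose response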; also: some compounds called inactive have numbers as strong as hits; many of its hits are not listed in these tables
# IMP-1 inhibitor: blocks Pseudomonas aeruginosa IMP-1 metallo-beta-lactamase; inhibition, % at 5.6 µM; purified IMP-1, nitrocefin hydrolysis, epi-absorbance fluorescence; 0.45% of 290,000 active;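 active = inhibition above the mean plus 3 SD of all compounds in the same screening run, cut at about 4.5% in these data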;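 also: 0% = IMP-1 with DMSO and 100% = DMSO wells lacking enzyme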
#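 System: Purified recombinant IMP-1 metallo-beta-lactamase enzyme | Measured by: Fluorescence quenching readout, ex 480/em 530 nm | Replication: Singlicate | Incubation: 15 min preincubation plus 25 min reaction at 25 °C | Evaluation: Percent inhibition from optical density relative to buffer-blank wells | Benchmarks: DMSO with and without IMP-1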
# M18AAP inhibitor: PfM18AAP enzyme inhibition; recombinant PfM18AAP, H-Glu-NHMec fluorogenic cleavage; 1.2% of 290,000 active; inhibition, % at 7.35 µM;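 active = inhibition above the campaign mean inhibition over all tested compounds plus 3 SD, cut at about 28% in these data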;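 also: 0% = plate median of test compound wells and 100% = 2 mM ZnCl2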
# PHOSPHO1 block: inhibitors of human PHOSPHO1 phosphatase | Q8TCT1 | recombinant PHOSPHO1, absorbance phosphatase assay | inhibition, % at 13.3 µM | 1.1% of 290,000 active | AID 1565; in the data active = inhibition above about 60%
# Target sequence (Q8TCT1 whole entry, looked up): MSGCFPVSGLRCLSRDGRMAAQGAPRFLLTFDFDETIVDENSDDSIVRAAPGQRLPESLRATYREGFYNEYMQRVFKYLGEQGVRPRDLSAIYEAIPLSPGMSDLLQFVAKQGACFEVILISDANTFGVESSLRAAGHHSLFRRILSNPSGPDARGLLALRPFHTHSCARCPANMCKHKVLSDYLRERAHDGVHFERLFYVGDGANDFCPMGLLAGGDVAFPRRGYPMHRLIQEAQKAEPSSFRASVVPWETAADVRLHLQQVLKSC
# NALP1 yeast inh: blocks the NALP1 inflammasome reconstituted in yeast; S. cerevisiae NALP1/ASC/caspase-1 growth, X-gal OD620, 72 h; inhibition, % at 10 µM; 0.61% of 280,000 active; AID 2071; in the data active = inhibition mostly above about 24%, no sharp cut-off; inactive = mostly below about 32%; also: some compounds called inactive have numbers as strong as hits
# VIM-2 inhibitor: inhibitors of Pseudomonas aeruginosa VIM-2 metallo-beta-lactamase. 0.89% of 290,000 active. purified VIM-2, nitrocefin hydrolysis, epi-absorbance fluorescence. inhibition, % at 5.6 µM;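 active = inhibition above the mean of all tested compounds plus 3 SD, cutoff set per screening run, cut at about 7.5% in these data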;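 also: red hydrolysis product quenches plate fluorescence so inhibitors raise well fluorescence; 0% = enzyme with DMSO and 100% = DMSO without enzyme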
# GPR7 antagonist: blocks human GPR7 receptor signaling | P48145 | GPR7-expressing cells, fluorescence antagonist assay | inhibition, % at 4.4 µM | 1.1% of 290,000 active | AID 1861; in the data active = inhibition above about 16%, passing the limit was not always enough;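 also: cells stimulated with the agonist NPW; 0% = agonist with vehicle and 100% = vehicle without agonist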
# Target sequence (P48145 whole entry, looked up): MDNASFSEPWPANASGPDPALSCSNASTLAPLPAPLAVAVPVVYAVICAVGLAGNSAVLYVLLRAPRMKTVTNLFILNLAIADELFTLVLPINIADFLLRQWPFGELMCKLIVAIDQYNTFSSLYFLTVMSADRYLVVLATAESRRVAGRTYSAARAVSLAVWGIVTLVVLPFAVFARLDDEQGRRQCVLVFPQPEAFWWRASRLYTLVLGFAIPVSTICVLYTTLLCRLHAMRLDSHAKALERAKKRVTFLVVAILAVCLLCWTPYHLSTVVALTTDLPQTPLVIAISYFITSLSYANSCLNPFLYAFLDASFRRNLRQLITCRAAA
# * = called active by the depositor; x = not tested or not shown.
# Below each compound: IDE inh, IDE cell activ, pCIP destab, IMP-1 inhibitor, M18AAP inhibitor, PHOSPHO1 block, NALP1 yeast inh, VIM-2 inhibitor, GPR7 antagonist
- NC(=O)CN1CCOCCOCCN(CC(N)=O)CCOCC1
  -1.9, 2.2, -5.8, -5.5, 5.2, -8.7, 38.8*, -2.0, -8.8
- C/C(=N/NS(=O)(=O)c1ccccc1)c1ccc(NC(=O)C(F)(F)F)cc1
  4.2, -2.3, 7.8, -0.7, -1.4, -5.1, 19.9, -3.2, -3.5
- Cc1cc(/C=C2/SC(=O)N(CC(=O)N3CCCC3)C2=O)c(C)n1C
  0.5, 2.3, -2.8, -0.5, -6.3, 9.6, 1.8, 2.4, -15.0
- COc1cc(CN2CCN(c3ccccc3F)CC2)cc(OC)c1O
  1.2, 5.7, -8.7, -2.2, 8.5, 39.3, 13.3, -1.6, -0.6
- Nc1ccc(C(=O)Nc2ccccc2C(=O)O)cc1
  -1.3, 3.5, -0.2, -3.7, -9.1, 13.5, 3.9, -2.1, 5.7
- O=C(CCCCn1c(=O)c2ccccc2n(CC(=O)Nc2cccc(F)c2)c1=O)NCc1ccco1
  -0.9, -4.5, 2.2, -3.0, 7.3, -15.6, 10.1, -5.2, 5.4
- CC(C)CN(CC(C)C)c1nc(N)c(C#N)c(CC#N)c1C#N
  4.7, 0.7, -4.8, -2.6, -0.8, -7.5, -14.6, -3.0, -1.6
- O=C(COc1cccc2c1CCN(Cc1ccccc1)C2=O)N1CCCCC1
  6.6, 2.5, -0.9, -2.0, 7.7, 47.9, -3.4, -3.1, -6.5
- Cc1ccc(CNC(=O)CN(C(=O)C2(C)CC(=O)N=C3C=CC=CN32)c2cccc(C)c2C)cc1 (stereo unspecified)
  -14.0, 1.4, 1.3, -2.0, 0.3, -1.8, -6.1, -0.9, -15.1
- COc1ccccc1NC(=O)CCC(=O)OCC(=O)c1ccc(C)c([N+](=O)[O-])c1
  4.5, -0.6, 8.2, -0.7, 0.7, 13.7, -5.8, -2.2, -15.6
- O=C(NCc1ccc(-c2nc3ccccc3s2)cc1)c1cc2ccccc2o1
  -2.6, 0.1, -1.4, -4.2, -12.4, -7.1, 18.9, -1.8, -8.2
- COc1ccccc1/C=N/NC(=O)CSc1cc(C)nc2ccccc12
  7.1, -4.1, -4.0, -3.2, -0.1, -5.7, 4.1, -1.0, -7.5
- Fc1cc(NC(=S)NCc2ccc(CNC(=S)Nc3ccc(Cl)c(F)c3)cc2)ccc1Cl
  2.6, 2.2, -10.0, -1.9, 4.7, 29.8, x, -2.0, 3.3
- Cc1ccc(CNC(=O)/C=C/C(=O)O)cc1
  -7.0, 3.0, 6.4, -3.5, 2.5, -2.4, 16.5, -2.2, -3.2
- COc1ccc(CNc2nc3ccccc3n2CCN2CCCCC2)c(OC)c1
  7.8, 4.0, 7.2, -1.7, -2.4, 23.5, 7.1, -0.7, 10.3
- COc1ccc(NS(=O)(=O)c2ccc(Cl)c(C(=O)O)c2)cc1S(=O)(=O)N1CCCCC1
  -4.1, 0.4, 6.4, -1.9, 4.1, 8.0, 25.0, -0.1, -7.3
- COC(=O)CSc1nccc(-c2ccc(F)cc2)c1C#N
  1.3, 0.6, 0.7, -1.9, -6.1, 16.1, 8.7, -0.6, 2.2
- CCn1c(=NC(=O)CSC(C)=O)sc2ccccc21
  0.8, 0.0, 0.0, -2.4, 5.2, -1.3, 5.0, -2.3, -9.2
- O=Cc1cnc2ccccc2c1-c1ccccc1
  9.5, -7.2, 7.4, -2.5, 11.6, 29.0, 4.2, 0.7, 2.7
- CCOc1ccc(-n2c(C)cc(/C=N/Nc3nc(C)cc(=O)[nH]3)c2C)cc1
  -1.9, 4.2, -15.3, -3.9, 1.5, 16.0, -13.0, -3.6, -7.3
- O=C1C(=O)N(Cc2cccc([N+](=O)[O-])c2)c2ccccc21
  4.7, -3.2, -8.3, -1.4, 11.7, -4.4, 12.1, -1.2, 13.8
- COc1ccccc1CN(C)C(=O)C1(c2ccc(Cl)cc2)CC1
  1.5, 1.5, 0.0, -2.8, -5.1, 1.1, 21.4, -3.9, -3.6
- O=C(CSc1nc(-c2ccccc2Cl)ns1)NCc1ccc2c(c1)OCO2
  -1.2, -3.6, 2.2, -2.4, 0.6, -4.0, 22.8, 3.9, -2.8
- CCCc1cc(C(=O)NC2CCCN(Cc3ccccc3F)C2)no1 (stereo unspecified)
  -4.3, 7.0, 4.3, -3.1, -4.5, 23.5, -4.2, -1.2, -0.5
- CCCc1nc(SCC(=O)N2CCCC2)c2ccccc2n1
  -0.8, 0.3, -11.4, -2.5, -0.7, 15.5, 5.8, 0.6, -6.9
- O=C(Nc1ccc2c(c1)oc1ccccc12)C1CC1
  -0.3, -1.3, -15.5, -1.4, -0.3, 6.2, 4.3, -0.8, 7.5
- CN(Cc1cccnc1)C(=O)CC1C(=O)NCCN1Cc1ccc(-c2ccccc2)cc1 (stereo unspecified)
  1.1, 1.0, -0.5, 1.4, -4.5, -11.2, 14.6, -0.1, -5.3
- COc1ccc(-n2nnnc2SCC(=O)NCc2cccs2)cc1
  -3.5, 4.7, -11.9, -4.5, 0.6, 5.8, 5.4, -0.6, 5.2
- COc1ccc(S(=O)(=O)N2CCN(c3ccc(F)cc3)CC2)cc1C(=O)N1CCCC1
  -5.4, 3.6, -9.5, -0.8, 6.6, 22.4, 30.5, 0.1, -13.3
- O=C(CSc1nc2ccc(Cl)cc2[nH]1)NCCc1ccccc1
  6.4, 7.3, -1.6, -1.5, 4.7, -11.7, 21.2, -5.7, -2.0
- O=C(CN1CCN(CC(=O)Nc2ccccc2F)CC1)Nc1ccc2c(c1)OCCO2
  3.2, 3.0, 3.6, -0.3, -6.3, 4.4, -8.2, 0.8, -5.1
- CCC(C)C(NC(=O)c1ccc(Cl)cc1Cl)C(=O)O (stereo unspecified)
  1.2, 0.3, 2.2, -1.9, -0.5, -1.0, 21.4, -3.1, -9.3
- CCOC(=O)N1CCC(N2C(=O)c3ccccc3C2Nc2ccc(S(=O)(=O)N3CCOCC3)cc2)CC1 (stereo unspecified)
  5.8, 1.4, 5.3, -2.0, 0.5, -3.7, 10.3, -3.1, -7.0
- O=C(CCc1n[nH]c(=O)[nH]c1=O)N/N=C/c1ccc(Br)o1
  3.8, 3.8, 0.4, -1.2, -4.8, -22.9, 5.5, -4.3, 5.2
- O=C(COc1ccccc1F)N1CCN(S(=O)(=O)/C=C/c2ccccc2)CC1
  6.5, 1.5, 7.7, -1.1, 4.4, -14.1, 4.3, -2.3, -5.4
- CCNc1ccc(C(=O)O)cc1N
  6.4, 3.4, -3.3, -2.7, -10.7, 3.1, 6.4, -1.8, -8.3
- O=C(NCC1CCN(c2ccc(S(=O)(=O)N3CCOCC3)cc2)CC1)c1cccc(Cl)c1
  -0.5, -5.7, -10.2, -2.2, 4.4, 3.9, 12.0, -4.8, 6.3
- CCc1ccc2oc(-c3cc(N)cc(C)c3O)nc2c1
  8.2, -0.4, 9.7, 0.7, 14.0, -22.1, 1.9, -3.5, -1.8
- COc1ccccc1C(=O)OCn1nnc2ccccc2c1=O
  0.5, -5.4, -14.3, x, x, 31.1, -35.8, x, x
- Nc1c(C(=O)c2ccco2)oc2ccccc12
  0.1, x, -8.9, -3.0, 11.3, 15.0, 3.3, -2.7, -11.7
- O=C(O)c1cc2ncc(-c3[nH]ncc3[N+](=O)[O-])cn2n1
  -3.1, 6.2, -3.2, -3.3, 10.3, -15.4, -10.0, -2.5, -11.0
- COc1cc(-c2cc(-c3ccc(O)cc3)nc(N)c2C#N)ccc1O
  4.9, 0.0, 0.7, -2.2, -7.6, 5.7, 10.5, 4.8, -1.9
- c1ccc2c(Nc3nncs3)c3ccccc3nc2c1
  -3.5, -1.1, -15.5, -2.6, -0.2, 34.7, x, -0.6, -12.0
- CCOc1ccc(CCNC(=O)c2cc([N+](=O)[O-])ccc2N2CCOCC2)cc1OCC
  -2.1, 4.5, -8.4, -4.9, 1.9, 62.8*, 13.0, -5.5, -13.5
- COc1cc(CN2CCc3ccc(NC(=O)CCc4ccccc4OC)cc3C2)ccc1O
  -1.4, -0.3, 2.5, 0.8, 0.6, 4.6, 25.6, -0.1, -3.8
- Cc1nc(SCC(=O)Nc2ccccc2Cl)oc1C
  1.7, 0.3, -1.4, -0.6, -2.7, -41.9, -0.5, 0.1, -0.3
- CN(C)C(=O)COc1ncnc2scc(-c3ccc(F)cc3)c12
  5.7, 1.2, 0.7, -0.6, 0.9, 32.5, -7.5, 0.7, 4.2
- CC(=O)c1cc(CN2CCC(n3nccc3NC(=O)c3ccccc3)CC2)cs1
  -7.4, 4.1, 5.3, -2.7, -7.8, 24.0, 13.1, -2.6, -13.3
- CCOC(=O)C(Oc1ccc2c(-c3ccc(OC)cc3)cc(=O)oc2c1C)c1ccccc1 (stereo unspecified)
  -0.6, -0.1, -4.9, -3.0, 6.5, -31.5, -3.3, -1.2, 1.3
- O=S(=O)(Nc1ncccn1)c1ccccc1
  1.3, -0.6, -7.4, -0.7, 2.2, 29.5, 3.5, 1.4, -10.4
- Nc1c(-c2ccccc2)sc2ccc3ccccc3[n+]12
  -6.8, 2.0, -0.3, -2.2, 6.5, -36.2, 12.9, 2.1, -11.3
- COc1ccc(CC(=O)Oc2ccc(F)cc2)cc1
  0.7, 4.3, -14.7, -0.9, -8.9, 31.6, 12.9, 0.1, -6.3
- COc1ccc(CN2C(=O)c3c(c(C)n(C)c3C)C2C(=O)NC2CCC(C)CC2)cc1 (stereo unspecified)
  -1.9, -3.9, -7.0, -0.3, -4.8, -21.2, 28.2, 1.4, 0.3
- Cc1cccc(C)c1NC(=O)NC1CCc2ccccc21 (stereo unspecified)
  -2.5, 1.1, -5.4, -1.3, 0.6, 37.1, -4.9, -4.0, -0.3
- Cc1cccc(Nc2nnc(SCC(=O)NC(=O)Nc3ccc4c(c3)OCCO4)s2)c1
  1.6, 9.3, 1.6, -1.4, -6.5, 4.1, 15.8, 0.3, 3.0
- O=[N+]([O-])c1ccc(OCC(O)CN(C2CCCCC2)C2CCCCC2)cc1 (stereo unspecified)
  -1.1, 6.3, -9.7, 0.2, -9.2, -5.7, 34.6, 0.2, 10.1
- Cc1nc([N+](=O)[O-])cn1CC(=O)Nc1ccc(Cl)cc1
  0.0, 6.3, -0.5, -1.4, 2.7, 34.0, 2.0, -0.8, -5.4
- CC(C)c1nc(=S)n(-c2ccccc2)[nH]1
  2.2, 4.1, 3.2, -2.2, 10.4, -23.1, 3.2, -0.8, -1.4
- Nc1cc(S(=O)(=O)N2CCCCC2)ccc1Oc1ccccc1
  2.2, 3.1, -5.4, -0.1, 1.7, 8.2, -3.6, -1.6, -2.0
- CC(=O)c1ccc(C(=O)N2CCCC(C(=O)c3ccc(Cl)cc3)C2)s1 (stereo unspecified)
  6.8, 0.2, -3.4, -3.4, -3.8, -15.9, -1.6, -1.2, 11.1
- Cc1ccc2c(c1)N(C(C)C(=O)NCc1ccc3c(c1)OCO3)C(=O)CO2 (stereo unspecified)
  2.6, 0.3, -0.5, -0.6, 0.3, 6.5, x, -1.1, -6.3
- Cc1ccccc1Cn1cc(NC(=O)COc2ccccc2)cn1
  -5.3, -0.4, 4.7, -1.8, -4.1, 8.7, 14.9, -1.9, 5.6
- COC(=O)c1cccc(-n2[nH]nnc2=S)c1
  3.9, -5.2, 3.7, -0.6, 3.9, -16.5, 15.8, 2.8, 2.2

# Compound activity from PubChem.
